Screening data deposited in PubChem by National Center for Advancing Translational Sciences (NCATS).
Tb PFK inh: T. brucei PFK enzyme inhibition | O15648 | T. brucei PFK, ADP-Glo luminescence | Potency, µM (top dose mostly 57.5 µM), for inactives: top-dose activity, negative = inhibition, usual class: inhibitors | 0.17% of 330,000 active;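 note: potency is the fitted concentration of half-maximal effect; 0% = uninhibited 1x PFK enzyme wells and -100% = no-enzyme wells; nearly all actives have a fitted effect of over 60% in size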
Target sequence (O15648 whole entry, looked up): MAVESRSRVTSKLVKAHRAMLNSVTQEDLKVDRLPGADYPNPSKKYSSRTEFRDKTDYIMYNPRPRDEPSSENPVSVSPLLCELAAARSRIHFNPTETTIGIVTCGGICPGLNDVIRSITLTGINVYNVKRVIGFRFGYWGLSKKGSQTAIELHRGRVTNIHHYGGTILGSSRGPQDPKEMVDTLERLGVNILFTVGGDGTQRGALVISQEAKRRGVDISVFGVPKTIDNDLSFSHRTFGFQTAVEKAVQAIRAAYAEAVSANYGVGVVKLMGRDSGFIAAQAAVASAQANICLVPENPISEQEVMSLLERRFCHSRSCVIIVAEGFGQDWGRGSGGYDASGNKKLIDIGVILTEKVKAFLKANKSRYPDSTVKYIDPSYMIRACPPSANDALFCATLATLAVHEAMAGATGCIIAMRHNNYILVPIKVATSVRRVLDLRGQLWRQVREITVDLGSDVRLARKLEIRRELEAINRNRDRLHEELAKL
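In TEA buffer at pH 8.0 with 5 mM MgCl2, enzyme (1.25 nM) converted F6P (0.5 mM) and ATP (0.1 mM) for 45 min at room temperature. ADP product was read by luciferase luminescence.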
ASM inhibitor: human S-ASM enzyme inhibition; P17405; placental ASM, HMU-PC fluorogenic substrate, 60 min; Potency, µM (titrated, usually from 57.5 µM), for the others: top-dose activity change, negative = inhibition, usual class: inhibitors; 0.006% of 340,000 active; note: potency is the fitted concentration of half-maximal effect
Target sequence (P17405 47-631 limits assumed): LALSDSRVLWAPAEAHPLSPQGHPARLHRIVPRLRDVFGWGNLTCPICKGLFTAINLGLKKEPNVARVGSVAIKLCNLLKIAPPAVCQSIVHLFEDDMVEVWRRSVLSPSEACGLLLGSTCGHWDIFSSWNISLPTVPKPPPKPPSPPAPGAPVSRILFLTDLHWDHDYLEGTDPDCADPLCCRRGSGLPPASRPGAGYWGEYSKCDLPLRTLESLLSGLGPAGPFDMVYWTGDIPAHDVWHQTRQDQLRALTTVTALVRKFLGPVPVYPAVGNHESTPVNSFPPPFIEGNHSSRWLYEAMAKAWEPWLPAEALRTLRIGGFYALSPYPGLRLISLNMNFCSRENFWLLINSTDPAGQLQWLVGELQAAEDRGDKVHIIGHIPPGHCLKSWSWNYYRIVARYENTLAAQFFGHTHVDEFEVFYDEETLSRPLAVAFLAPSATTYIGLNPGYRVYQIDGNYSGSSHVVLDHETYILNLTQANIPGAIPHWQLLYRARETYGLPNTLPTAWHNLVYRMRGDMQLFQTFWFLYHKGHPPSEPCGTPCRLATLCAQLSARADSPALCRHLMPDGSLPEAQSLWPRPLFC
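qHTS format. ASM enzyme prepared from human placenta hydrolyses the fluorogenic substrate HMU-PC0 (9 uM final) over 60 min at 37 °C after a 10 min compound preincubation.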
PTAP TSG101 blk: blocks PTAP/TSG101 interaction to inhibit HIV-1 budding; 340,000 tested, under 10 active; Potency, µM (top dose mostly 115 µM), for the others: at the highest dose activity change, negative = inhibition, usual class: inhibitors; Fluorescence polarization, FITC-PTAP peptide / Tsg101 binding; active = well fitted inhibition curve with a large enough effect in the main read-out, with a control signal flat, not every such curve was filed as active; inconclusive = small, poorly fitted or top-dose-only effect, or effect the other way, or a change in a side signal; inactive = no such curve, though single readings can be large or run the other way; note: potency is the fitted concentration of half-maximal effect; % of control where 0% means no effect
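Fluorescence polarization binding of Tsg101 binding domain (10 uM final) to FITC-labeled PTAP peptide (50 nM final) in HEPES pH 7.5 buffer with NaCl, Tween 20, EDTA, TCEP. Compounds added before peptide; binding 20 min at RT.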
Menin MLL FP TR: displaces Texas Red mutant MLL peptide from human menin; O00255; Menin + Texas Red MLL mutant peptide, fluorescence polarization; Potency, µM (titrated, usually from 61.6 µM), inactives show at the top dose FP activity change, negative = inhibition, most hits filed as inhibitors; 0.23% of 270,000 active; AID 1768; active = well fitted inhibition curve with a large enough effect in the polarisation, with a control signal flat, not every such curve was filed as active; inconclusive = small, poorly fitted or top-dose-only effect, or effect the other way, or a change in a side signal; inactive = no such curve, though single readings can be large or run the other way; the % refers to the polarisation; note: potency is the fitted concentration of half-maximal effect; % of control where 0% means no effect; many of its hits are not listed in these tables
PKM2 act: PKM2 (human) enzyme activation | P14618 | purified PKM2, Kinase-Glo ATP luminescence, activation; response scale: 0% is enzyme alone, no compound | Potency, µM (series often up to 57.5 µM), without a hit: at the top dose activation, most hits filed as activators | 0.34% of 260,000 active | AID 1631; note: potency is the fitted concentration of half-maximal effect; % is set by controls: 0 for no effect and ±100 for the full control effect; nearly all actives have a fitted effect of over 55% in size
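Purified hPK-M2 (>95% pure) converted ADP (0.1 mM final) to ATP with 0.5 mM PEP in 50 mM imidazole pH7.2, KCl, MgCl2, Tween 20, BSA; 1 h at room temperature. ATP detected by Kinase-Glo luminescence.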
BCR signal inh: chronic active BCR signaling inhibition. ABC-DLBCL IkBa-CBG/CBR reporter, luminescence ratio, 4 h. Potency, µM (series often up to 46.1 µM), inactives show top-dose ratio change, negative = lower green/red ratio, usual class: inhibitors. 0.05% of 340,000 active. AID 493014; active = well fitted inhibition curve with a large enough effect in the signal ratio, with a control signal flat, not every such curve was filed as active; inconclusive = small, poorly fitted or top-dose-only effect, or effect the other way, or a change in a side signal; the % refers to the signal ratio;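 note: potency is the fitted concentration of half-maximal effect; plate controls were basal doxycycline-induced cells for no effect and cells given 10 µM MG132 for full effect; MG132 reads +100%, hits lower the ratio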
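Cell line TMD8 (human ABC DLBCL), stably expressing tet-inducible CBG68-IkBa fusion and CBR; IMDM/0.5% FBS; cpd up to 46 uM; dox induction, 4 h, 37C/5% CO2; dual luminescence; green/red ratio; MG132 control.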
Integrin act MD: integrin-mediated muscular dystrophy alleviation activation; alpha7betagal myoblasts, beta-gal FDG fluorescence, 48 h; 0.064% of 350,000 active; Potency, µM (top dose mostly 38.3 µM), for the others: at the highest dose activation, usual class: activators;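 note: potency is the fitted concentration of half-maximal effect; 100% = response of the positive control SU9516; nearly all actives have a fitted effect of over 60% in size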
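Alpha7betagal+/- myoblasts (passage 13) were plated 16-24 hr, then exposed to compounds (1:260 dilution of DMSO stock) for 48 hours at 37C. After MPER lysis, β-galactosidase reporter activity was read as FDG fluorescence (ex 480/em 540) after 30 minutes.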
GALK inh: blocks human galactokinase activity; 0.007% of 270,000 active; Potency, µM (highest dose often 57.5 µM), for inactives: top-dose activity change, negative = inhibition, most hits filed as inhibitors; Purified GALK, Kinase-Glo residual ATP luminescence; note: potency is the fitted concentration of half-maximal effect; % is set by controls: 0 for no effect and ±100 for the full control effect
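Luminescence from leftover ATP (Ultra-Glo luciferase/luciferin) served as read-out after a 1 h room-temperature reaction of 5 nM GALK with 35 uM ATP and 100 uM galactose.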
B2AR arrestin: agonists driving beta-arrestin recruitment to human beta2-adrenergic receptor. beta-arrestin recruitment to beta2AR, cell-based reporter. Potency, µM (top dose mostly 46.1 µM), for inactives: at the highest dose activation, most hits filed as activators. 0.02% of 330,000 active. AID 492947;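 note: potency is the fitted concentration of half-maximal effect; 0% = DMSO controls and full agonism = EC100 isoproterenol or metaproterenol; nearly all actives have a fitted effect of over 65% in size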
Giardia killer: kills Giardia lamblia | Giardia lamblia trophozoite viability | activity change, % at 7.66 µM, hits read low | 0.15% of 340,000 active; in the data active = activity change below about -80%; inconclusive = between about -30% and that limit;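 note: parasites exposed to compound for two days anaerobically before the ATP read; % is set by controls: 0 for no effect and ±100 for the full control effect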
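Media and compound were dispensed first, then trophozoites at 100 cells/well; plates sat 48 hrs at 37 deg C without oxygen before ATP luminescence reagent was added and read after 15-30 min at room temperature.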
Coupling enz: inhibits coupling enzyme system, counter-screen for aldolase hits | coupling enzyme system counterscreen, AmpLite Red fluorescence | activity change, negative = inhibition, % at 58.2 µM, hits read low | 0.67% of 290,000 active; in the data active = activity change below about -30%; note: % is set by controls: 0 for no effect and ±100 for the full control effect
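Fluorescence at 525 nm excitation and 598 nm emission measured inhibition of the coupled detection system without aldolase. Compounds (at 57.5 uM final) were preincubated 10 min at room temperature with coupling enzyme reagent before a 20 min substrate/AmpLite Red step.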
Active calls of the source: *; ? = inconclusive; nt = not tested or not shown; [ ] = another dose, or the depositor's remark. Unless noted, calls come from the whole dose curve; as a rule, active = well fitted curve in the direction sought with a large enough effect; inconclusive = small, poorly fitted or top-dose-only effect, or another doubt; inactive = no such curve, though single readings can be large; an effect the other way counts as inactive or inconclusive. Some of the compounds tested (hit frequency here may not be typical).

compound	Menin MLL FP TR	BCR signal inh	PTAP TSG101 blk	PKM2 act	Integrin act MD	Tb PFK inh	GALK inh	ASM inhibitor	Coupling enz	Giardia killer	B2AR arrestin
O=C(Nc1nccs1)c1nc[nH]c1C(=O)N1CCN(c2ccccc2)CC1	nt	2.9%	-0.2%	nt	30.6%	0.6%	nt	10.2%	nt	6.2	-0.1%
Cc1cc(NC(=O)CCCC(=O)NCc2ccccc2)no1	11.4%	-12.7%	1.0%	0.6%	5.8%	17.2%	-3.4%	-3.1%	-1.3	56.6[activator]	0.1%
O=C1C=CN(Cc2ccccc2)CC1	nt	-0.3%	-0.5%	-0.5%	-16.4%	0.9%	3.1%	-6.2%	3.1	1.7	-0.5%
N#Cc1nc(-c2ccc(OCc3ccc(Cl)cc3)cc2)oc1NCCCn1ccnc1	14.8%	?	-2.7%	-9.3%	-11.9%	-0.4%	2.1%	?	2.2	11.4	14.4%
Cc1ccc(-c2oc3ccccc3c(=O)c2O)cc1	-22.6%	6.8%	-4.7%	1.4%	27.7%	0.4%	0.2%	1.8%	1.4	40.5[activator]	0.0%
CCOc1ccc(S(=O)(=O)N2CCN(C(=O)C3CSC4(C)CCC(=O)N34)CC2)cc1 (stereo unspecified)	nt	1.0%	-6.4%	nt	-42.3%	-2.3%	nt	1.8%	nt	10.4	-0.2%
CCCN(CCC)S(=O)(=O)c1ccc(C(=O)N2CC3CCC(CC3)C2)cc1	nt	2.2%	-2.8%	21.0%	9.0%	-3.2%	nt	7.2%	0.7	2.0	-0.7%
CCOC(=O)c1c(NC(=O)CSc2ncn[nH]2)sc(C)c1C	22.7%	?	0.6%	8.3%	-14.6%	2.2%	-0.1%	1.6%	2.2	44.9[activator]	0.2%
O=[N+]([O-])c1ccc(Oc2ccc(S(=O)(=O)N3CCCCC3)cc2)cc1	-13.0%	2.2%	1.6%	10.9%	-43.6%	-0.3%	1.4%	-2.3%	0.0	-29.4	-1.1%
CCOC(=O)C1=C(c2ccccc2)OC(N)=C(C#N)C1c1cccnc1 (stereo unspecified)	8.3%	?	-3.5%	0.7%	-16.8%	0.8%	2.5%	3.8%	-2.3	3.3	0.5%
Cc1ccc(S(=O)(=O)Nc2cc3c4c(c2)CC(=O)N4CCC3)cc1	nt	-15.4%	-5.8%	nt	?	0.6%	nt	5.1%	nt	-2.6	12.1%
O=C(CN(C(=O)CCC(=O)Nc1nccs1)c1ccc2c(c1)OCO2)NCc1ccc(F)cc1	7.7%	10.4%	1.1%	5.9%	35.4%	-0.7%	-0.4%	-2.3%	2.3	-23.4	0.1%
CSCCC(NC(=O)c1ccc(Cl)cc1Cl)C(=O)NCc1ccncc1 (stereo unspecified)	nt	0.8%	-4.1%	nt	2.6%	4.0%	nt	6.1%	nt	-15.7	0.4%
Cc1cc(N2CCOCC2)c2c(N)c(Br)cc(C)c2n1	0.1%	-13.7%	-7.1%	-1.8%	40.7%	2.3%	-0.1%	12.3%	2.0	-5.3	0.0%
Cn1c(=O)cc(C(=O)N/N=C/c2ccc(F)cc2)[nH]c1=O	nt	?	-2.1%	-2.7%	-3.5%	0.9%	-2.2%	-10.3%	0.0	12.1	-0.5%

Brought forward from above: 2 compounds; new compounds follow.
compound	Menin MLL FP TR	BCR signal inh	PTAP TSG101 blk	PKM2 act	Integrin act MD	Tb PFK inh	GALK inh	ASM inhibitor	Coupling enz	Giardia killer	B2AR arrestin
Cc1cc(N2CCOCC2)c2c(N)c(Br)cc(C)c2n1	0.1%	-13.7%	-7.1%	-1.8%	40.7%	2.3%	-0.1%	12.3%	2.0	-5.3	0.0%
Cn1c(=O)cc(C(=O)N/N=C/c2ccc(F)cc2)[nH]c1=O	nt	?	-2.1%	-2.7%	-3.5%	0.9%	-2.2%	-10.3%	0.0	12.1	-0.5%
CCc1ccc(S(=O)(=O)NCc2cn3cccc(C)c3n2)s1	1.6%	1.0%	-6.6%	-7.9%	8.4%	-6.5%	-1.2%	-2.0%	-0.8	15.8	-0.2%
CCOC(=O)CC1(C)NC(=O)c2c(C)sc(C(=O)OCC)c2N1 (stereo unspecified)	6.2%	-8.1%	-0.2%	-0.9%	-45.3%[inhibitor]	3.9%	0.4%	44.0%[activator]	0.0	4.3	0.2%
CCC(=O)N1CCc2cc(S(=O)(=O)NCCc3ccc(S(N)(=O)=O)cc3)ccc21	5.4%	0.3%	-4.7%	nt	21.2%	3.4%	-2.0%	3.3%	1.9	23.9	0.6%
O=C(Cc1ccccc1[N+](=O)[O-])N1CCN(c2ccccc2F)CC1	5.5%	-5.2%	-0.6%	-6.8%	-15.7%	0.8%	-1.7%	12.1%	4.6	-10.2	0.1%
COC(=O)c1ccc(NC(=O)COc2cccc3c2OC(C)(C)C3)cc1	nt	9.9%	-3.1%	nt	8.3%	-2.5%	nt	-2.0%	nt	5.3	0.0%
Cc1cccc(OCc2cc(-c3ccccc3)no2)c1C	25.6%	-7.2%	-7.4%	nt	-24.7%	-4.2%	0.8%	-5.1%	0.3	-25.2	0.2%
O=C(CSc1nnc(-c2ccco2)o1)NCC(=O)c1ccccc1	6.5%	0.2%	-5.5%	2.0%	-15.0%	-18.4%	-0.5%	0.6%	0.2	6.8	-0.3%
COc1ccc(OC)c(N(C(=O)c2snc(C(N)=O)c2N)C(C(=O)NCc2ccccc2)c2ccc(O)cc2)c1 (stereo unspecified)	35.1%[activator]	-3.6%	-6.5%	nt	13.8%	-0.5%	-0.8%	299.5%[activator]	-0.1	2.5	-0.1%
COC(=O)c1cc(S(=O)(=O)C(C)C)c(S(C)=O)s1 (stereo unspecified)	nt	?	1.7%	12.8%	-58.3%[inhibitor]	-1.8%	nt	0.2%	0.2	14.7	9.3%
CCc1nc(SCC(=O)Nc2ccccc2OC)c2c(C)c(C)sc2n1	-9.8%	?	2.2%	nt	0.0%	-6.6%	3.9%	-2.8%	2.1	15.5	-0.1%
COCC(C)NC(=O)c1oc2c(c1C)C1(CCC2)SCCS1 (stereo unspecified)	-4.5%	-4.5%	-7.2%	-0.4%	0.4%	-1.4%	nt	5.2%	-9.5	-6.8	-1.0%
CC(C)Sc1ccc(C(=O)Nc2ccc(F)cc2F)cn1	8.5%	?	-0.7%	-6.0%	4.3%	0.3%	7.4%	2.4%	0.3	-3.4	0.5%
COc1ccc(NC(=O)CCCN2C(=O)CCC2=O)cc1Cl	-14.0%	-2.1%	-2.7%	0.9%	-14.3%	0.3%	-4.0%	1.5%	2.9	-4.2	0.1%
Cc1sc(NC(=O)COc2cccc(-n3cnnn3)c2)c(C#N)c1C	18.1%	?	0.4%	-1.1%	21.5%	2.2%	2.6%	1.0%	-1.0	14.9	0.2%
O=C(c1ccc(F)cc1)N1CCCC(c2ccccc2)C1 (stereo unspecified)	-16.7%	?	-1.2%	4.0%	-21.9%	0.0%	4.6%	-5.1%	1.8	-1.6	-0.1%

compound	Menin MLL FP TR	BCR signal inh	PTAP TSG101 blk	PKM2 act	Integrin act MD	Tb PFK inh	GALK inh	ASM inhibitor	Coupling enz	Giardia killer	B2AR arrestin
CCOc1ccc2nc(NC(=O)c3cnccn3)sc2c1	4.3%	?	-3.2%	-1.4%	8.3%	-13.2%	2.1%	1.9%	1.6	?	-0.1%
C/C(=N\NS(=O)(=O)c1ccc(Cl)cc1)c1ccc(O)cc1	0.5%	-2.0%	-2.0%	0.4%	?	12.9%	1.3%	-4.8%	1.1	-6.1	-0.6%
O=C(NNC(=O)c1ccc2[nH]c(=O)c(=O)[nH]c2c1)c1cccc(Br)c1	-12.4%	-2.7%	0.2%	nt	-2.3%	-22.6%	-0.2%	2.5%	-1.3	5.8	0.1%
COc1ccc(CCNC(=O)c2ccc(NS(=O)(=O)c3ccc4[nH]c(=O)[nH]c4c3)cc2)cc1	nt	-12.6%	-1.4%	nt	20.0%	-7.5%	nt	-4.8%	nt	7.1	0.2%
CCN(CC)c1cccc(OC2=NS(=O)(=O)c3ccccc32)c1	10.2%	?	-7.2%	7.4%	16.8%	-4.0%	3.2%	12.7%	5.4	4.1	0.6%
COc1ccc(N2C(=O)CCC2(C(N)=O)c2ccccc2)cc1 (stereo unspecified)	19.6%	-0.2%	nt	-2.1%	nt	8.8%	-0.5%	nt	2.9	nt	0.1%
